Compound activity deposited in PubChem BioAssay by NCI.
All columns: NCI-60 one-dose screen, growth in % after 48 h at 10 µM unless noted; 100 = growth as untreated, 0 = no growth, -100 = all killed.
OVCAR-8: OVCAR-8 ovarian cancer; hit rate 4.4% among 81,000; AID 1794782
TK-10: TK-10 renal cancer cells; hit rate 3.9% among 81,000; AID 1794769
OVCAR-3: OVCAR-3 ovarian cancer; hit rate 7% among 79,000; AID 1794787
OVCAR-5: OVCAR-5 ovarian cancer | AID 1794783 | hit rate 2.9% among 82,000
A498: A498 renal cancer cells. AID 1794774. hit rate 5.4% among 76,000
ACHN: ACHN renal cancer; hit rate 4.9% among 81,000; AID 1794771
CAKI-1: CAKI-1 renal cancer | hit rate 4.7% among 75,000
RXF 393: RXF 393 renal cancer cells | hit rate 6.9% among 77,000 | AID 1794773
* hit, by the source's call; . = no result given. How the source made its calls: active means growth percent below 10; inactive means the rest. This is a subset; rates above refer to the full screens.

SMILES	OVCAR-8	TK-10	OVCAR-3	OVCAR-5	A498	ACHN	CAKI-1	RXF 393
COc1ccc(-c2nnc(CSc3nc(-c4c(Cl)cccc4Cl)c(C#N)c(=O)[nH]3)o2)cc1	92	79	103	111	95	112	97	99
C=C(C=O)[C@@H]1CC[C@]2(CN)CC[C@]3(C)[C@H](CC[C@@H]4[C@@]5(C)CCCNC(C)(C)[C@@H]5CC[C@]43C)[C@@H]12	93	122	126	148	117	98	97	135
C=CCOCC1CC2(Cl)CC1(Cl)C(Cl)=C2Cl (stereo not drawn)	97	106	112	107	.	106	93	105
Cc1ccc([N+](=O)[O-])cc1NS(=O)(=O)c1ccccc1	110	105	104	108	101	103	93	104
CCN(CC)CCOc1ccc(/C(=C(\C)c2ccc(F)c(OC)c2)c2ccc(Cl)cc2)cc1	17	49	17	41	48	26	17	.
O=C(Cc1ccc(/C=C/C(=O)c2ncc[nH]2)cc1)Nc1ccccc1	22	49	18	79	84	76	.	43
N#C/C(S)=C(/S)C#N	96	96	107	97	86	99	88	88
Cc1cc(C(=O)CSc2nc3ccccc3c(=O)[nH]2)c(C)n1C	96	93	91	91	75	107	96	.
COc1cc(-c2n[nH]nc2-c2ccc3c(c2)OCCO3)cc(OC)c1OC	9.5*	52	-34*	12	-15*	12	18	.
C[C@]12CC[C@@H]3c4cc(OC(F)F)c(O)cc4CC[C@H]3[C@@H]1CC[C@@H]2OS(N)(=O)=O	39	93	-0.2*	58	-7.1*	51	35	19
Oc1ccccc1/C=N/Nc1nc2ccccc2s1	57	95	14	92	78	43	7.1*	86
CC(=O)NNC(=S)/N=C\c1c(O)c2ccccc2oc1=O	101	104	111	114	88	105	103	112
O=C(O)CCCl	104	107	115	99	99	101	102	103
O=C(Nc1ccc(NC(=O)Oc2cccc3ccccc23)c2c1C(=O)c1ccccc1C2=O)Oc1cccc2ccccc12	81	103	75	95	97	70	71	91
Cc1ccc(NC(=O)c2sc3nc(C)c(Br)c(C)c3c2N)cc1	40	51	67	79	76	34	74	43
COc1ccc2[nH]c(O)c(N=NC(=O)Cn3c(-c4ccccc4)nc4ccccc43)c2c1	95	96	95	97	86	97	74	55
CCCNc1ncc2c(=O)[nH][nH]c(=O)c2n1	130	125	106	92	.	96	93	103
COC(=O)c1c2c(c(C)[n+]([O-])c1C)C(=O)C=CC2=O	-6.7*	73	-8.8*	-61*	61	-38*	2.2*	-76*
C[C@]12CCc3nc(Nc4ccc(O)cc4)sc3C1=CC[C@@H]1[C@@H]2CC[C@]2(C)/C(=N/NC(N)=S)CC[C@@H]12	4.4*	-7.2*	-69*	50	93	-72*	-36*	-68*
C=CCC(O)c1ccc2c(c1)OCO2 (stereo not drawn)	104	103	107	111	101	112	105	115
CC(N)(C(=O)O)c1ccccc1 (stereo not drawn)	94	109	103	97	100	108	101	107
FC(F)(F)Oc1cccc(-c2cc(NCCCN3CCN(CCCNc4cc(-c5cccc(OC(F)(F)F)c5)nc5ccc(N6CCCC6)cc45)CC3)c3cc(N4CCCC4)ccc3n2)c1	83	140	105	145	99	134	81	.
C=C(C)[C@@H]1CC[C@]2(C(=O)O)CC[C@]3(C)[C@H](CC[C@@H]4[C@@]5(C)Cc6cc(C)oc6C(C)(C)[C@@H]5CC[C@]43C)[C@@H]12	46	66	51	96	64	59	.	91
CCC(CO)[N+](=O)[O-] (stereo not drawn)	98	105	114	109	.	111	102	108
O=c1n(CCCn2cnn(-c3ccccc3)c2=O)cnn1-c1ccccc1	96	124	100	100	104	91	90	106
CCOC(=O)CCOc1cccc(N(CCO)CCO)c1	87	85	114	112	100	.	.	109
O=C(C=P(c1ccccc1)(c1ccccc1)c1ccccc1)CCl	-37*	-46*	-85*	1.7*	-36*	-86*	-75*	-71*
COC1=C(OC)C(=O)C(N(C)C)=C(CO)C1=O	102	.	107	108	104	109	101	.
CCn1c(SCC(=O)NNC(=S)Nc2ccc(F)cc2)nc2c1c(=O)n(C)c(=O)n2C	101	112	114	96	98	99	91	108
COc1ccc(-c2nc(SC(C)C)nc(Nc3ccc(C(C)=O)cc3)c2C#N)cc1	102	118	113	114	98	107	113	115
O=C(NN(Cc1ccccc1)Cc1ccccc1)c1ccccc1	99	100	111	105	125	95	93	119
Cc1ccc(S(=O)(=O)N(CCC#N)CCC#N)cc1	98	97	104	91	113	99	90	83
Nc1c(Br)cc(Br)cc1CNC1CCC(O)CC1 (stereo not drawn)	97	99	111	.	91	.	83	.
Clc1cc(Cl)c(Cl)c(-c2nnc(SCc3ccncc3Br)o2)c1	120	117	89	80	95	94	66	128
CC(C)Cn1cnc2c(SCc3ccccc3Cl)nc(N)nc21	86	82	106	97	72	85	71	76
CC(=O)Nc1ccc(-n2cnc3cc(-c4cccc(O)c4)ccc32)cc1	96	116	108	109	116	80	90	97
c1ccc(C2OCC(C3OC(c4ccccc4)OC4COC(c5ccccc5)OC43)O2)cc1 (stereo not drawn)	101	103	103	85	70	95	95	101
CCn1c2ccc(/C=N\N=C(N)N)cc2c2cc(/C=N/N=C(N)N)ccc21	49	92	.	69	64	76	52	78
CNc1nc(=O)n(C2CCCO2)cc1C (stereo not drawn)	107	101	118	106	111	109	105	117
COc1cnc2c(c1)C(=O)c1c-2n(CCCN2CCN(C)CC2)c(=O)c2cc([N+](=O)[O-])ccc12	-22*	-90*	-85*	111	-96*	-95*	-91*	84
O=S(=O)(NCCCNc1nccc(-c2c(-c3cccc(F)c3)nc3occn23)n1)c1ccc(Br)cc1	88	106	97	107	92	72	73	76
C=C(C)c1ccc(C)c(C)c1	99	101	110	100	108	106	95	109
C=C(Br)COc1ccc2c(C)cc(=O)oc2c1	93	96	101	99	89	87	74	93
CCOC(CCc1c(C)nc(NC(C)=O)[nH]c1=O)OCC	119	95	100	129	105	96	114	115
COc1ccc(NC(=O)N2CCN(c3nc(-c4ccc(C)cc4)nc4ccccc34)CC2)cc1	76	69	83	95	39	74	75	75
Cc1ccc(OCCOCCOCCOCCOCCOc2ccc(C)n(O)c2=S)c(=S)n1O	14	30	30	42	20	8.2*	8.0*	41
Cc1ccc(Nc2ncnc3c2sc2nc(C)cc(C)c23)cc1	95	106	108	95	74	100	120	95
COc1cc2c(cc1OCCCCCn1c3ccccc3c3ccccc31)N=C[C@@H]1CCCN1C2=O	-31*	-38*	-81*	-50*	-52*	-63*	38	-81*
O=C(c1c[nH]c2ccccc12)c1n[nH]c(=S)n1-c1cccc(Br)c1	93	106	86	90	118	100	77	104
CC1(C)N=c2cc3c(cc2N1c1ccc(Cl)cc1)=Nc1ccccc1N3c1ccc(Cl)cc1	21	65	36	25	27	40	44	.
COc1cc2c(cc1OC)-n1c(cnc1-c1ccccc1)N1NCC(=O)C=C21	105	117	103	98	107	98	92	109
COc1cccc(COc2ccc(/C=C3\N=C4SCCCN4C3=O)cc2)c1	98	98	104	108	92	101	97	114
COc1ccc2nc(-c3ccc(-n4cncc4-c4cc(OC)c(OC)c(OC)c4)cc3)sc2c1	96	95	.	109	.	102	95	117
COc1ccc(C2=NOC(c3cnccn3)C2)cc1OC (stereo not drawn)	80	90	103	114	95	.	.	114
O=C1/C(=C/c2cn(-c3ccccc3)nc2-c2ccccc2)SC(=S)N1CCc1ccccc1	105	106	107	107	96	104	85	111
Cc1ccc(S(=O)(=O)NNC(=O)Cn2c(=O)sc3ccccc32)cc1	99	99	108	112	121	103	91	128
CC1=C(C(=O)N=C(N)C(Cl)(Cl)Cl)SCCO1	89	116	109	103	101	99	95	117
CC(=O)Nc1nc(C(=O)N2N=C(C)/C(=C/c3cccs3)C2=O)cs1	103	107	.	115	115	113	99	.
O=C(/C=C/c1cccc(F)c1)OCc1ccc2cc1OCC#C/C=C\C#CCO2	103	106	85	102	83	99	92	111
Cc1cc2nc3c4ccccc4n(CCN4C(=O)c5ccccc5C4=O)c3nc2cc1C	89	120	93	104	.	75	84	93

Further structures follow:
SMILES	OVCAR-8	TK-10	OVCAR-3	OVCAR-5	A498	ACHN	CAKI-1	RXF 393
C=CCN=C(N)SCCCCCCSC(N)=NCC=C	95	80	96	97	79	106	98	109
O=C1C2CCCN2C(=O)c2ccccc2N1Cc1cn(-c2ccc(F)cc2)nn1 (stereo not drawn)	100	101	103	104	103	94	95	105
Cc1nc(-c2ccc(F)cc2)ccc1NC(=O)Nc1ccc2c(c1)OCO2	112	106	113	136	125	.	.	106
CNC(=O)c1cc(-n2ccc3cc(NC(=O)Nc4ccc(F)c(C(F)(F)F)c4)ccc32)ccn1	69	84	89	125	59	64	74	61
Cc1ccc(NC(=O)c2sc3nc4c(cc3c2N)C(=O)CCC4)cc1	98	.	133	79	-4.0*	90	57	108
C=C(CNCCc1ccc(O)cc1)[C@@H]1CC[C@]2(CO)CC[C@]3(C)[C@H](CC[C@@H]4[C@@]5(C)CCC(NCCO)C(C)(C)[C@@H]5CC[C@]43C)[C@@H]12 (stereo partly drawn)	-50*	-81*	-42*	4.7*	69	-61*	-77*	-90*
C/C(=N/NC(N)=O)c1ccc2c3c(cc(Br)c2c1)CCCC3	102	117	108	98	101	101	87	105
Cc1nn(-c2ccccc2)c(Cl)c1/C=C1\N=C(c2ccccc2)N(C(=O)c2ccc(Cl)cc2)NC1=O	90	100	80	101	46	91	61	82
Oc1[nH]c2ccccc2c1Nn1c(N=N/C=c2/ccc3c(c2)C=NN=3)n[nH]c1=S	105	165	97	109	83	97	83	85
CN1CC(c2ccc(OCc3ccccc3)cc2)C(C(=O)c2ccccc2)C12C(=O)c1ccccc1C2=O (stereo not drawn)	100	109	103	104	105	92	75	104
CC(C(=O)Nc1ccccc1C(=O)NCCN)(c1ccccc1)c1ccccc1	102	90	92	103	63	100	90	93
Cc1ccc2nc(/C(C#N)=C(/CCCO)NC(Cc3ccccc3)C(=O)OCc3ccccc3)[nH]c(=O)c2c1 (stereo not drawn)	120	126	110	89	210	107	90	127
O=C(O)c1ccc(-c2ccc(/C=N/NC(=O)c3[nH]c4ccc(Br)cc4c3-c3ccccc3)s2)cc1O	57	107	71	116	115	93	106	33
CN(N=O)C(=O)N[C@@H]1[C@@H](O)[C@H](O)[C@@H](CO)O[C@@H]1O	101	109	111	.	100	92	105	114
CCOc1cc(Br)c(C(C)NC(=O)c2cccc(OC)c2)cc1OCC (stereo not drawn)	84	78	75	89	54	96	82	42

In another format: entries from further up
Every second line gives: OVCAR-8 | TK-10 | OVCAR-3 | OVCAR-5 | A498 | ACHN | CAKI-1 | RXF 393
C=CCN=C(N)SCCCCCCSC(N)=NCC=C
→ 95 | 80 | 96 | 97 | 79 | 106 | 98 | 109
O=C1C2CCCN2C(=O)c2ccccc2N1Cc1cn(-c2ccc(F)cc2)nn1 (stereo not drawn)
→ 100 | 101 | 103 | 104 | 103 | 94 | 95 | 105
Cc1nc(-c2ccc(F)cc2)ccc1NC(=O)Nc1ccc2c(c1)OCO2
→ 112 | 106 | 113 | 136 | 125 | . | . | 106
CNC(=O)c1cc(-n2ccc3cc(NC(=O)Nc4ccc(F)c(C(F)(F)F)c4)ccc32)ccn1
→ 69 | 84 | 89 | 125 | 59 | 64 | 74 | 61
Cc1ccc(NC(=O)c2sc3nc4c(cc3c2N)C(=O)CCC4)cc1
→ 98 | . | 133 | 79 | -4.0* | 90 | 57 | 108
C=C(CNCCc1ccc(O)cc1)[C@@H]1CC[C@]2(CO)CC[C@]3(C)[C@H](CC[C@@H]4[C@@]5(C)CCC(NCCO)C(C)(C)[C@@H]5CC[C@]43C)[C@@H]12 (stereo partly drawn)
→ -50* | -81* | -42* | 4.7* | 69 | -61* | -77* | -90*
C/C(=N/NC(N)=O)c1ccc2c3c(cc(Br)c2c1)CCCC3
→ 102 | 117 | 108 | 98 | 101 | 101 | 87 | 105
Cc1nn(-c2ccccc2)c(Cl)c1/C=C1\N=C(c2ccccc2)N(C(=O)c2ccc(Cl)cc2)NC1=O
→ 90 | 100 | 80 | 101 | 46 | 91 | 61 | 82
Oc1[nH]c2ccccc2c1Nn1c(N=N/C=c2/ccc3c(c2)C=NN=3)n[nH]c1=S
→ 105 | 165 | 97 | 109 | 83 | 97 | 83 | 85
CN1CC(c2ccc(OCc3ccccc3)cc2)C(C(=O)c2ccccc2)C12C(=O)c1ccccc1C2=O (stereo not drawn)
→ 100 | 109 | 103 | 104 | 105 | 92 | 75 | 104
CC(C(=O)Nc1ccccc1C(=O)NCCN)(c1ccccc1)c1ccccc1
→ 102 | 90 | 92 | 103 | 63 | 100 | 90 | 93

(more compounds)
SMILES	OVCAR-8	TK-10	OVCAR-3	OVCAR-5	A498	ACHN	CAKI-1	RXF 393
CCCCn1c(C)nc2cc(Nc3nc(N4CCN(C)CC4)nc4nc[nH]c34)ccc21	104	107	107	111	94	107	100	99
Cc1nc2scc(-c3ccc(Cl)cc3)n2c(=O)c1CCN1CCOCC1	104	142	104	116	119	89	85	118
Cc1cc(=O)oc2cc(OCCOc3ccc(/C=C/C(=O)Nc4ccc([N+](=O)[O-])cc4)cc3)ccc12	98	161	.	103	79	84	92	97
N#Cc1ccccc1/C=N/NC1=NCCN1S(=O)(=O)c1ccc(Br)cc1	80	100	95	102	101	85	82	107
COc1ccc(Cc2cc(-c3ccccc3)nn(CC(=O)c3ccccc3)c2=O)cc1OC	96	100	111	97	71	101	79	98
CC(=O)NC1Oc2ccc(C)cc2-c2oc(=O)c(-c3ccccc3)cc21 (stereo not drawn)	97	118	104	102	93	107	102	80
CCCCC(C(=O)OC)C(=O)OC	107	118	107	100	107	95	94	107
Cc1c(-c2ccc(O)cc2)n(Cc2ccc(OCCN3CCCCCC3)cc2)c2ccc(O)cc12	85	78	85	88	54	92	51	50
O=C(/C=C/c1ccccc1)c1ccc([N+](=O)[O-])cc1	94	101	105	110	85	107	89	97
O=C1CC(c2nc3ccccc3s2)CN1c1ccccc1 (stereo not drawn)	97	128	105	104	74	106	90	102
CC1(C)CC(NCc2ccccc2)=CC(=S)N1	100	108	119	111	105	105	91	110
CCOC(=O)CCC(NC(=O)c1ccccc1NC)C(=O)OCC (stereo not drawn)	107	114	110	92	99	102	85	110
COc1ccc(C2CC(c3ccc(S(=O)(=O)NCCNc4nc(Nc5ccc(F)cc5)nc(N(C)C)n4)cc3)=Nc3c(N)nc(N)nc3N2)cc1 (stereo not drawn)	80	107	95	99	94	93	88	53
